# ERp5 inh = inhibitors of ERp5-driven insulin aggregation, primary screen, biochemical, turbidity, absorbance 650 nm, single point; Protein disulfide-isomerase A6 (Homo sapiens), Q15084; 90 min; inhibition, % at 9.99 µM; hit rate 0.05% among 350,000; AID 651711, 2012;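 active = mean replicate inhibition above about 25%, with every replicate also reaching it, limit read from the data, passing the limit was not always enough; inconclusive = only one of those two criteria met; inactive = neither criterion met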
# CASP6 VEID inh = human caspase-6 inhibitors, primary screen, biochemical, VEID-R110 fluorescence, single point, set 2. P55212. purified caspase-6, Z-VEID-R110 cleavage fluorescence. inhibition, % at 12.5 µM. hit rate 0.53% among 350,000;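 active = mean inhibition across replicates at least about 35%, with every replicate also reaching that limit, limit read from the data; inconclusive = only one of the two criteria met; inactive = neither criterion met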;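 note: 0% = median of neutral control wells and 100% = no fluorescence left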
# DENV2 CPE = inhibitors of DENV2 cytopathic effect, primary screen, cell-based, plate reader, single concentration; DENV2-infected cells, cytopathic effect rescue; CPE inhibition, % at 9.99 µM; hit rate 1.7% among 350,000; AID 651640, 2012; in the data active = CPE inhibition above about 20%, passing the limit was not always enough; inconclusive = no clear call, values can overlap the other calls; tested in BHK-21 cells;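 note: 0% = median of neutral control wells and 100% = median of positive control wells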
# miR122 inh = miR-122 Renilla sensor signal increase in Huh7, primary screen, miR-122 inhibitor project, cell-based, single point, plate reader; Huh7 miR-122 Renilla luciferase sensor, 48 h; neutral wells = 0, positive control = 100; activation (reporter increase), % at 12.5 µM; hit rate 0.3% among 340,000; AID 602342, 2012;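 active = mean replicate activation score at least 90 and every replicate individually at or above 90; inconclusive = only one of the two criteria met; inactive = neither criterion met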;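 note: higher luciferase means less miR-122 activity so hits act as miR-122 inhibitors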
# SIRT5 inh = SIRT5 desuccinylase inhibitors, primary screen, biochemical, fluorescence imaging, single point, set 5; hit rate 1.1% among 330,000; inhibition, % at 15 µM; AID 652115, 2013; NAD-dependent protein deacylase sirtuin-5, mitochondrial (Homo sapiens), Q9NXA8; Purified SirT5, succinyl-peptide AMC, trypsin-coupled fluorescence; in the data active = inhibition above about 15%; inconclusive = no clear call, values can overlap the other calls
# CFTR F508del cor = F508del CFTR correction, initial screen, CFBE line, single point; CFBE cells, YFP halide quenching; stimulated with forskolin plus potentiator P3; % fluorescence drop versus neutral controls; activity (quench increase), % at 7.58 µM; hit rate 0.36% among 350,000;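 active = mean added fluorescence quench of at least 8% versus neutral control, with both replicates also reaching 8%; inconclusive = only one of the mean or replicate conditions met; inactive = mean below 8% and not both replicates reaching 8%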;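 note: cells transiently co-express mutant CFTR-F508del with the halide-sensitive YFP; corrector assay measuring rescue of mutant channel to the surface after 24 h compound exposure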
# ERAP1 inh = human ERAP1 aminopeptidase inhibitors, primary screen, biochemical, single point, plate reader. Endoplasmic reticulum aminopeptidase 1 (Homo sapiens), Q9NZ08. recombinant ERAP1, Leu-AMC fluorescence, 60 min. inhibition, % at 10.7 µM. hit rate 0.15% among 340,000. AID 652197, 2013;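 active = mean replicate inhibition of at least 30%, or all replicates individually reaching that 30% level; inactive = mean below 30% and not every replicate reaching it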;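 note: 0% = neutral control wells and 100% = L-leucinethiol positive control wells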
# Target sequence (Q9NZ08 whole entry, looked up): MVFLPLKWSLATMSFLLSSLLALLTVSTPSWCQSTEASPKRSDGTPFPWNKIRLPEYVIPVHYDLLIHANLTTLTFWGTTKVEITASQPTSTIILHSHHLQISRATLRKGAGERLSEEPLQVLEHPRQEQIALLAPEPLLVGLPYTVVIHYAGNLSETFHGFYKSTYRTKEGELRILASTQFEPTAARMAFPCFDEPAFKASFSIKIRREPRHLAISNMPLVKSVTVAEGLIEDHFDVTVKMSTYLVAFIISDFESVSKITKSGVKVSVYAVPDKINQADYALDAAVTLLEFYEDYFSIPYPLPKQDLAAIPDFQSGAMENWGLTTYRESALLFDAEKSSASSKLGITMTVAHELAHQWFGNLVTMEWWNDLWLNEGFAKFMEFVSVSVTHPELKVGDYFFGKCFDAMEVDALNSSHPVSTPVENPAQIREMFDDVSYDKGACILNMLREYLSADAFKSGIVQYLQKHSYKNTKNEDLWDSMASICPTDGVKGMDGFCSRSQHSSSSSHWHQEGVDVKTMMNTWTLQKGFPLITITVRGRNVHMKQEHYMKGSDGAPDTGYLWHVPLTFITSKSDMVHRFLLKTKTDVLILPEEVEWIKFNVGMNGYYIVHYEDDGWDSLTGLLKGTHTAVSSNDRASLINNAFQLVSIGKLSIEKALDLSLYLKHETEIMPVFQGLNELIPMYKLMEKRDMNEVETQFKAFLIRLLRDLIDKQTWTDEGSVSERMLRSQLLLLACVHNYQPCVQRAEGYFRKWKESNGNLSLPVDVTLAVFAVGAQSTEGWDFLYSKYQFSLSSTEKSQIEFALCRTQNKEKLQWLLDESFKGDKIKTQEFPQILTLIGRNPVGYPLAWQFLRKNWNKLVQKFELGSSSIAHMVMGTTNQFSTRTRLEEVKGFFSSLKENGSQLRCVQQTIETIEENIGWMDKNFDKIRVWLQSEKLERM
# * = called active by the depositor; ? = inconclusive; / = no result given; & = joins results of further samples; [ ] = another dose, or the depositor's remark.
SMILES,ERp5 inh,CASP6 VEID inh,DENV2 CPE,miR122 inh,SIRT5 inh,CFTR F508del cor,ERAP1 inh
COc1ccccc1Nc1nc(-c2ccccc2O)nc2ccccc12,-6,3,/,-1,-3,4.1,9
O=C(NCc1nnc(SCc2ccc(F)cc2)n1-c1ccccc1)C12CC3CC(CC(C3)C1)C2,5,1,4,/,7,/,-1
CO[C@@H]1CN(C)C(=O)c2ccc(NS(C)(=O)=O)cc2OC[C@H](C)N(C(=O)CN(C)C)C[C@H]1C,2,1,3,8[16.7 µM],-7,0.5,0
CCn1cc(S(=O)(=O)c2ccc(C)cc2)c(=O)c2cc(F)c(N3CCN(C)CC3)cc21,-6,1,?,-2,-7,-1.4,0
C[C@H](CO)N1C[C@H](C)[C@@H](CN(C)C(=O)Nc2ccccc2)Oc2c(NS(=O)(=O)c3cn(C)cn3)cccc2C1=O,-4&-4,-1&0,-11&4,-7[16.7 µM],-1&14,-1.3&-3.9,-2&14
CC(=O)CSc1nc2c(c(=O)[nH]c(=O)n2C)n1Cc1cccc(Br)c1,1,1,4,-8,-8,/,3
O=[N+]([O-])c1ccc([N+](=O)[O-])c(Nc2ccc(N3CCOCC3)cc2)c1,-2,-2,2,/,-6,1.9,1
Cc1ccc(S(=O)(=O)N2CCN(CC3CC4C=CC3C4)CC2)cc1 (stereo not given),1,0,-6,/,-1,0.7,2
O=S(=O)(/N=C(/NC(=S)Nc1ccccc1)c1ccccc1)c1ccc(Cl)cc1,1,-3,4,/,-5,0.9,-4
COc1ccc(CC(=O)N(C)Cc2cccc(OC)c2OC)cc1S(=O)(=O)N1CCOCC1,2,-207,?,-4,4,-0.8,3
CN(C)S(=O)(=O)c1ccc(C(=O)Nc2ccccn2)cc1,2,2,-1,/,-6,0.0,-3
Cc1cccc(C)c1OC(=O)c1ccccc1,0,-2,-2,-7,/,2.5,1
Cc1cc(NC(=O)COC(=O)c2cc(S(=O)(=O)N(C)c3ccccc3)ccc2Cl)no1,-2,3,1,/,-1,-1.3,/
Cc1cc(C)n(CC(=O)N2CCCC(N3CCN(c4ccccc4C)CC3)C2)n1 (stereo not given),-1,-2,-3,/,3,0.6,0
C[C@@H]1CCCCO[C@H](CN(C)S(C)(=O)=O)[C@H](C)CN([C@@H](C)CO)C(=O)c2cc(NS(=O)(=O)c3cn(C)cn3)ccc2O1,-4,-1,-3,5[16.7 µM],3,2.1,-3
COc1ccc2c3c(n(C)c2c1)[C@@H](CO)N(Cc1ccc(Cl)cc1)CC31CCN(C(=O)NC(C)C)CC1,-6,-1,10,/,6,3.9,4
COc1cccc(S(=O)(=O)N(C)C[C@@H]2OCc3ccccc3-c3c(n(C)c4ccccc34)C(=O)N([C@H](C)CO)C[C@H]2C)c1,4,-1,-5,/,13,-0.4,1
COc1ccc2ccc3c(c2c1)N=C[C@]1(O3)N(C)c2ccccc2C1(C)C,-7,3,/,0,-3,/,2
O=C(Nc1ccccc1)c1cc(C2CCCN(C(=O)c3ccccc3)C2)on1 (stereo not given),8,0,-9,-2,0,-0.4,9
O=C(OCC(=O)c1c[nH]c2ccccc12)c1cc(S(=O)(=O)N2CCOCC2)ccc1F,-1,2,-2,1,-2,-2.4,-1
CC(=O)c1cccc(OCc2cc(C(=O)N(C)C(C)c3ccccn3)no2)c1 (stereo not given),2,0,-9,19,4,1.3,2
CCC1(C)NC(=O)N(/N=C/c2ccc(C)s2)C1=O (stereo not given),0,-2,11,-7,1,-1.9,1
C[C@]12CC[C@H](O)CC1=CCC1C2CC[C@@]2(C)C1CC[C@@H]2NC(=O)[C@@H](N)CO (stereo not given in full),3,0,-9,/,/,-5.9,1
CCCCN(C)Cc1c(C)[nH]c2ccc(OCC)cc2c1=O,1,1,8,1,8,-1.4,2
O=C(C[C@@H]1CC[C@@H](NC(=O)CN2CCOCC2)[C@H](CO)O1)NCCc1ccccc1,0,-2,8,/,-6,-0.9,2
CC(=O)Oc1ccc2c(=O)c(Oc3ccccc3)c(C)oc2c1OC(C)=O,-1,7,-2,-1,-2,/,6
CCc1ccccc1NC(=S)N1CCN(c2ccccc2F)CC1,0,0,-4,-2,-5,-1.0,2
COc1ccc(CNC(=O)CN(C)S(=O)(=O)c2ccc3c(c2)OCCO3)cc1OC,4,-1,-9,/,-4,5.1,-3
CCOc1ccccc1C(=O)Nc1nn[nH]n1,-2,0,-8,-5,-1,-0.3,-2
COc1ccc(CCNC(=O)COC(=O)CNS(=O)(=O)c2ccc(SC)c([N+](=O)[O-])c2)cc1,5,8,-14,/,1,-1.7,2
CO[C@H]1CN(C)C(=O)c2ccc(NC(=O)C3CC3)cc2OC[C@H](C)N(CC2CCCC2)C[C@@H]1C,/,-1,-12,/,3,1.3,5
O=C1CN(S(=O)(=O)c2cccc(Br)c2)CCN1,5,-1,5,4,-1,-4.1,3
O=C(c1ccccc1)N1CCN(Cc2ccc3c(c2)OCO3)CC1,4,-3,0,-1,-2,-6.1,-2
COc1ccccc1NC(=O)N[C@H]1CC[C@H](CCNC(=O)Cc2ccccn2)O[C@H]1CO,3,1,3,/,-3,2.5,1
COc1cc(Cl)ccc1OCc1cc(C(=O)N2CCCCCCC2)no1,1,-3,1,-5,2,-1.4,0
O=C(NC1CCCC1)c1cccc2c1C(=O)c1ccc(/C=C/c3ccccc3)cc1S2(=O)=O,0,-3,-10,1,1,0.6,-2
O=C(O)C(Cc1ccccc1)N1C(=O)C2C3CCC(C3)C2C1=O (stereo not given),-2,-1,3,-2,-1,-4.7,0
COc1cccc(CN2CCNC(=O)C2CC(=O)NCCCN2CCCC2=O)c1 (stereo not given),4,-2,5,-1,-6,-0.4,0
COc1ccc(/C=N/NC(=O)c2cc(C(C)(C)C)[nH]n2)cc1COc1ccc(F)cc1F,-5,1,-1,-5,-2,-0.2,-2
O=C(c1ccccc1)N1C[C@H]2[C@@H](c3ccccc31)[C@@H](CO)N2Cc1ccccn1,-5,-2,1,11[16.7 µM],4,-3.4,-1

# The final 4 compounds of the section before are carried over, then new ones follow:
SMILES,ERp5 inh,CASP6 VEID inh,DENV2 CPE,miR122 inh,SIRT5 inh,CFTR F508del cor,ERAP1 inh
O=C(O)C(Cc1ccccc1)N1C(=O)C2C3CCC(C3)C2C1=O (stereo not given),-2,-1,3,-2,-1,-4.7,0
COc1cccc(CN2CCNC(=O)C2CC(=O)NCCCN2CCCC2=O)c1 (stereo not given),4,-2,5,-1,-6,-0.4,0
COc1ccc(/C=N/NC(=O)c2cc(C(C)(C)C)[nH]n2)cc1COc1ccc(F)cc1F,-5,1,-1,-5,-2,-0.2,-2
O=C(c1ccccc1)N1C[C@H]2[C@@H](c3ccccc31)[C@@H](CO)N2Cc1ccccn1,-5,-2,1,11[16.7 µM],4,-3.4,-1
COc1ccc(S(=O)(=O)N2CCSC2C)cc1C (stereo not given),6,2,-4,-4,9,-1.0,4
Cc1ccc([N+](=O)[O-])cc1-c1ccc(/C=C(\C#N)c2[nH]nc(N)c2C#N)o1,7,1,2,-6,-1,5.9,0
CCCc1cc(=O)[nH]c(SCC(=O)NC(=O)NC2CCCC2)n1,5,-2,-6,-6,1,5.4,1
CO[C@@H]1CN(C)C(=O)c2ccc(NS(=O)(=O)CC(F)(F)F)cc2OC[C@H](C)N(Cc2cccnc2)C[C@H]1C,16,-1,-4,/,2,-5.1,0
O=C(NC1CCCCC1)C1CCC(=O)N(C2CC2)C1 (stereo not given),-1,-5,-9,-5,8,-0.7,1
COc1ccc2c3c([nH]c2c1)C1CC2C(CC(O)C(OC)C2CO)CN1CC3 (stereo not given),4,5,10,-2,-2,-1.2,-5
C/C(=N\NC(=O)c1ccncc1)c1ccc(N(C)C)cc1,-2,-1,0,/,-2,0.2,-3
COc1ccccc1NC(=O)Cc1nnc(SCC(=O)NC2CCCCC2C)n1C (stereo not given),5,1,-3,-13,-1,0.6,1
Cc1cc(C)c2nc(NC(=O)c3ccc4c(=O)n5c(nc4c3)CCCCC5)sc2c1,1,0,-6,/,-3,-0.9,9
O=C(Nc1ccncc1)c1cccc(S(=O)(=O)N2CCc3ccccc32)c1,-1,-2,-7,/,1,3.8,1
Cc1noc(C)c1S(=O)(=O)N(C)C[C@@H]1Oc2ccc(NS(C)(=O)=O)cc2CC(=O)N([C@@H](C)CO)C[C@@H]1C,8,-2,/,0[16.7 µM],3,-0.8,-1
C[C@H]1CN([C@@H](C)CO)C(=O)c2cccc(NC(=O)NC3CCCCC3)c2O[C@H]1CN(C)Cc1ccc(C(F)(F)F)cc1,9,-3,16,72[16.7 µM],-2,-0.5,0
COc1ccccc1CN1C[C@H](C)[C@@H](OC)CN(C)C(=O)c2ccc(NC(C)=O)cc2OC[C@@H]1C,2,2,-2,14[16.7 µM],14,-1.1,3
CC(=O)c1cccc(NC(=O)COc2cc(C)on2)c1,/,0,?,6,-7,2.5,0
COc1ccc(S(=O)(=O)N2CC(=O)Nc3ccccc32)cc1,6,1,-2,-1,-4,1.4,-2
COCCCNC(=O)Cn1nc(-c2cccc(OC)c2)ccc1=O,20,2,3,1,-33,-5.6,-4
O=C(Cc1csc(-c2ccc(Cl)cc2)n1)Nc1cccc(S(=O)(=O)NC2=NCCC2)c1,/,1,-8,6,0,-1.3,1
CCOC(=O)N1CCN(C(=O)CCN2C(=O)c3ccccc3S2(=O)=O)CC1,3,0,?,-2,-2,0.9,0
c1ccc(-c2n[nH]c(-c3ccccn3)n2)nc1,4,-6,?,-2&-5,-1,0.6,/
O=[N+]([O-])c1ccccc1-c1ccc(C(=S)N2CCN(c3ccccc3)CC2)o1,-5,1,-2,/,3,-1.1,-1

# Compound profiles, from the list above:
# CO[C@@H]1CN(C)C(=O)c2ccc(NS(=O)(=O)CC(F)(F)F)cc2OC[C@H](C)N(Cc2cccnc2)C[C@H]1C is listed as ERp5 inh = 16; CASP6 VEID inh = -1; DENV2 CPE = -4; miR122 inh = /; SIRT5 inh = 2; CFTR F508del cor = -5.1; ERAP1 inh = 0
# COc1ccc2c3c([nH]c2c1)C1CC2C(CC(O)C(OC)C2CO)CN1CC3 (stereo not given) is listed as ERp5 inh = 4; CASP6 VEID inh = 5; DENV2 CPE = 10; miR122 inh = -2; SIRT5 inh = -2; CFTR F508del cor = -1.2; ERAP1 inh = -5

# Carrying on:
SMILES,ERp5 inh,CASP6 VEID inh,DENV2 CPE,miR122 inh,SIRT5 inh,CFTR F508del cor,ERAP1 inh
O=C(c1ccc(F)cc1)N1CCC(C(=O)N(Cc2ccccc2)c2ccccc2)CC1,0,-97,2,/,1,-1.3,0
Cc1cc(Cl)c(OCCCN2CCCCC2)c(Br)c1,0,-25,7,/,-3,-0.2,-1
CN1/C(=C\C(=O)C[n+]2ccc3ccccc3c2)C(C)(C)c2ccccc21,17,/,/,-4,4,-2.5,7
CNC[C@@H]1Oc2cc(C#CC3CCCCC3)ccc2S(=O)(=O)N([C@@H](C)CO)C[C@@H]1C,5,-1,-4,-51[16.7 µM],-2,-0.4,0

# From PubChem
